From PubChem BioAssay
SMARCA2 act: SMARCA2 function activation, primary screen. MG213 cells, MMTV-luciferase reporter, dexamethasone, overnight. AID 652017. activation, % at 9.1 µM. 370,000 tested, 1% active; in the data active = activation above about 7.8%;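 also: 0% = vehicle wells and 100% = reference activator wells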
mABHD4 FP: ABHD4 (mouse) inhibition, primary FP screen; Q8VD66; purified mABHD4, FP-Rh probe fluorescence polarization; inhibition, % at 8.92 µM; 370,000 tested, 0.54% active;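 active = inhibition exceeding the mean over every tested compound plus 3 SD, cut at about 30% in these data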;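 also: 0% = plate median of compound wells and 100% = S159A mutant with DMSO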
Target sequence (Q8VD66 whole entry, looked up): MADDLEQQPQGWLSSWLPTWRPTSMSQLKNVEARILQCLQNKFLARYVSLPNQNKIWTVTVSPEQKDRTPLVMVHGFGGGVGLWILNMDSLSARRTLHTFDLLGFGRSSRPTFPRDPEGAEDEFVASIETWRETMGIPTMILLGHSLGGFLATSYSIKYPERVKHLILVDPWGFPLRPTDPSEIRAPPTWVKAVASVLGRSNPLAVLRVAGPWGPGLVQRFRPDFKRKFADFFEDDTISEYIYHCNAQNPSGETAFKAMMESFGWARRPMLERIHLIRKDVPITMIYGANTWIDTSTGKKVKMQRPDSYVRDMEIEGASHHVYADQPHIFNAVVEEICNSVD
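Doses – 8.92 µM, single dose · Material – wild-type mouse ABHD4 protein · Replication – single well per compound (singlicate) · Measure – percent inhibition of probe binding, normalized to plate controls · Schedule – 45 min compound pre-incubation plus 60 min probe step, 25 °C · Detection – fluorescence polarization with parallel and perpendicular emission, 525/598 nm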
PG9 binder: small molecules binding HIV-1 gp120 antibody PG9 | TR-FRET gp120-PG9 antibody binding | inhibition, % at 6.7 µM | 360,000 tested, 0.43% active | AID 624416; in the data active = inhibition above about 8.5%
GC-A act: GC-A (human) enzyme activation; HEK293 GC-A cells, cGMP TR-FRET, EC30 ANP; 0% at EC30 ANP, 100% saturating ANP; activation, % at 10 µM; 370,000 tested, 0.14% active; AID 1671463; in the data active = activation above about 40%
ARFGAP1 inh: inhibitors of rat ARFGAP1 | Q62848 | Arfgap1-stimulated ARF1 GTP hydrolysis, GDP FP detection | inhibition, % at 16.5 µM | 360,000 tested, 0.26% active;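 active = inhibition above a per-plate limit, mean inhibition of low control wells plus 3 SD, cut at about 25% in these data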;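 also: 0% = DMSO wells with enzyme and 100% = wells lacking Arfgap1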
Target sequence (Q62848 1-136 limits assumed): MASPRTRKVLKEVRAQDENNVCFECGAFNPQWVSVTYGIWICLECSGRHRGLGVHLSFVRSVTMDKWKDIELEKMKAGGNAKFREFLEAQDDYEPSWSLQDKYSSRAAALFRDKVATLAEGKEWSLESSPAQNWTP
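system = rat Arfgap1 catalytic domain, aa 1-136 | technique = FP, GDP Alexa 633 tracer displaced from anti-GDP antibody, 620/688 nm | compound = one concentration, 16.5 µM, DMSO 1.26% | medium = HEPES-based buffer, pH 7.5 | timing = compound-enzyme preincubation 20 min, reaction 120 min, detection 60 min, 25 °C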
NPR2 activator: GC-B (human) receptor activation; P20594; AID 1920062; HEK293-GC-B cells, CNP EC30, cGMP TR-FRET; 0% at EC30 CNP, 100% saturating CNP; 370,000 tested, 0.11% active; activation, % at 10 µM;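 active = activation at 10 µM reaching about 35% in either raw or pattern-adjusted values, limit read from the data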
rCAG binder: molecules binding r(CAG) RNA repeats; r(CAG) RNA repeat, TO-PRO-1 dye displacement fluorescence; inhibition, % at 3 µM; 370,000 tested, 1.3% active;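 active = inhibition above the plate cutoff, the mean of all test compounds on that plate plus 3 SD, cut at about 35% in these data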;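 also: 0% = DMSO alone and 100% = 100 µM mitoxantrone as full dye displacement; higher means more dye released from RNA so lower well fluorescence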
ASAP1 inh: blocks human ASAP1-stimulated Arf1 GTP hydrolysis; Q9ULH1; GDP FP detection; inhibition, % at 16.5 µM; 360,000 tested, 0.19% active; in the data active = inhibition above about 25%;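 also: 0% = vehicle with enzyme and substrate and 100% = no enzyme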
HTRA1 inh: HTRA1 (human) protease inhibition; Q92743; recombinant HTRA1, FP-rhodamine activity-based probe, fluorescence polarization; inhibition, % at 5.96 µM; 340,000 tested, 0.5% active; AID 504803; in the data active = inhibition above about 36%;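 also: 0% = enzyme with DMSO and 100% = wells lacking enzyme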
Target sequence (Q92743 whole entry, looked up): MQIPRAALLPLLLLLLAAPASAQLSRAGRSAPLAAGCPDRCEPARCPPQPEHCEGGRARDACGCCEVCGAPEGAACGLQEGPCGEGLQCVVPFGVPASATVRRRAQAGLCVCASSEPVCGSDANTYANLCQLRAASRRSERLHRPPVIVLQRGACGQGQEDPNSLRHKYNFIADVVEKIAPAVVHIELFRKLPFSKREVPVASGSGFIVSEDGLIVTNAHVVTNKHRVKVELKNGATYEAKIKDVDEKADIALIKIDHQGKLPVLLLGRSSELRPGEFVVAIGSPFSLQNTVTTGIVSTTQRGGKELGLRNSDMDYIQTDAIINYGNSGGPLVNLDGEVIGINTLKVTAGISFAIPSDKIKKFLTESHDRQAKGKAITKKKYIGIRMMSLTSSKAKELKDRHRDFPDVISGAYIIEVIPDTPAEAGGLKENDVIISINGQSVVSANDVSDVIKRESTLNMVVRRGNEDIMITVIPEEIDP
Rev-erbA mod: modulates human Rev-erb alpha binding to DNA | AID 1259318 | activity, % at 10 µM | 370,000 tested, 0.79% active | Rev-erbα–FITC-DNA binding, fluorescence polarization, 90 min;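 active = activity above about 14%, limit read from the data; passing the limit was not always enough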;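 also: 0% = DMSO wells with 35 nM protein and 100% = DMSO wells with 750 nM protein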
The depositor's hits bear a star; · = not tested or not shown.

Values run as follows: ARFGAP1 inh	Rev-erbA mod	mABHD4 FP	ASAP1 inh	PG9 binder	rCAG binder	HTRA1 inh	GC-A act	NPR2 activator	SMARCA2 act
> COc1nc(N=C(N)N)nc2c(C)cccc12
    0	3	7	-7	-0.3	24	3	10	3	5
> CC[C@@]1(C(=O)OC)N[C@H](CN(C)C(=O)c2ccc(F)cc2)[C@@H]2C(=O)N(C)C(=O)[C@@H]21
    0	-4	7	2	-0.5	2	8	3	1	-4
> COc1cc(/C=C(\C#N)C(=O)NC(C)C)cc(Cl)c1O
    -2	-3	0	-13	-12	0	8	-5	-5	-4
> Nc1ccccc1C(=O)NNc1ncc(C(F)(F)F)cc1Cl
    -5	2	8	0	0.0	0	6	-1	-2	-4
> COc1ccc(NC2CCCN(C(=O)c3cccnc3SC)C2)cc1OC (stereo unspecified)
    -8	3	4	-8	-3.6	0	1	-1	2	-2
> COc1ccc(OCCSc2nnc(C(C)NC(=O)c3ccccc3F)n2C)cc1 (stereo unspecified)
    6	-3	6	-3	-0.1	-9	1	0	-3	0
> CCOC(=O)CN1N=C(/C=C/c2ccc(OCC)cc2)CCC1=O
    4	-1	6	2	0.1	-5	1	-1	5	0
> C=CCOc1c(Cl)cc(CNc2ccc3[nH]c(=O)[nH]c3c2)cc1OC
    0	3	11	-1	-0.6	-2	8	0	-4	0
> COc1ccc(-c2nc(CSCC(=O)NCCCN3CCCC3=O)c(C)o2)cc1OC
    5	-1	1	1	-2.0	-4	4	2	3	0
> O=c1[nH]c2c(=O)[nH]cnc2nc1-c1ccccc1
    -6	-5	3	0	1.8	-1	7	8	1	-2
> CC(=O)N1CCCc2cc(S(=O)(=O)N3CCCC(C(=O)NCc4ccccc4)C3)ccc21 (stereo unspecified)
    -6	-4	1	14	1.6	-4	-1	4	0	-3
> O=C(Nc1cccc(-c2ccc(N3CCCCC3)nn2)c1)C(F)(F)F
    8	-6	-21	-12	-1.1	-2	-4	-2	6	-3
> COc1cc(/C=N/NC(=S)NC2CC3CC2C2C=CCC32)ccc1O (stereo unspecified)
    7	-2	10	12	-2.3	5	-4	1	-10	5
> CCOc1ccccc1NC(=O)c1ccc(-n2cncn2)nc1
    0	0	2	-7	-0.9	0	3	-2	7	3
> COC(=O)[C@]12C[C@H](CC(=O)N3CCOCC3)C(=O)N(Cc3ccccc3)C1=C[C@H](COCc1ccccc1)O[C@@H]2C
    ·	2	-2	·	·	-1	·	0	4	2
> CCOC(=O)CSc1nc(Cc2ccccc2)nc2ccccc12
    5	2	-5	16	-0.2	-5	-19	-6	-5	2
> COc1ccccc1CC(=O)Nc1ccc(-c2noc(COc3ccc(Br)cc3)n2)cc1
    1	3	-3	4	2.7	17	-4	1	1	-1
> CC1(C)CC2CC(C)(CN2S(=O)(=O)c2ccc(C(=O)Nc3ccc(Cl)c(S(=O)(=O)N4CCOCC4)c3)cc2)C1 (stereo unspecified)
    -10	3	-11	-1	-0.3	4	3	1	4	-2
> C=CCNc1cc(C(F)(F)F)nc(-c2ccccn2)n1
    -8	4	-6	4	-1.9	-3	1	3	3	-1
> COc1ccc(N2CCN(CCCNC(=O)C(=O)c3c[nH]c4ccccc34)CC2)cc1
    -2	-6	-2	13	-2.3	-1	-3	2	5	-2

Full records as entered above. Screens in order: ARFGAP1 inh, Rev-erbA mod, mABHD4 FP, ASAP1 inh, PG9 binder, rCAG binder, HTRA1 inh, GC-A act, NPR2 activator, SMARCA2 act
Listed for C=CCNc1cc(C(F)(F)F)nc(-c2ccccn2)n1 = -8, 4, -6, 4, -1.9, -3, 1, 3, 3, -1
Listed for COc1ccc(N2CCN(CCCNC(=O)C(=O)c3c[nH]c4ccccc34)CC2)cc1 = -2, -6, -2, 13, -2.3, -1, -3, 2, 5, -2
Listed for CC(=O)N1CCCc2cc(S(=O)(=O)N3CCCC(C(=O)NCc4ccccc4)C3)ccc21 (stereo unspecified) = -6, -4, 1, 14, 1.6, -4, -1, 4, 0, -3

Another view of four compounds above:
molecule	ARFGAP1 inh	Rev-erbA mod	mABHD4 FP	ASAP1 inh	PG9 binder	rCAG binder	HTRA1 inh	GC-A act	NPR2 activator	SMARCA2 act
CCOc1ccccc1NC(=O)c1ccc(-n2cncn2)nc1	0	0	2	-7	-0.9	0	3	-2	7	3
COC(=O)[C@]12C[C@H](CC(=O)N3CCOCC3)C(=O)N(Cc3ccccc3)C1=C[C@H](COCc1ccccc1)O[C@@H]2C	·	2	-2	·	·	-1	·	0	4	2
CCOC(=O)CSc1nc(Cc2ccccc2)nc2ccccc12	5	2	-5	16	-0.2	-5	-19	-6	-5	2
COc1ccccc1CC(=O)Nc1ccc(-c2noc(COc3ccc(Br)cc3)n2)cc1	1	3	-3	4	2.7	17	-4	1	1	-1

Later entries:
Values run as follows: ARFGAP1 inh	Rev-erbA mod	mABHD4 FP	ASAP1 inh	PG9 binder	rCAG binder	HTRA1 inh	GC-A act	NPR2 activator	SMARCA2 act
> COc1cc(Br)c(Br)cc1N
    5	-3	1	-4	0.3	-4	-2	-1	1	-1
> COc1ccc(/C(O)=C2/C(=O)C(=O)N(Cc3cccnc3)C2c2ccco2)cc1OC (stereo unspecified)
    -2	-6	1	-5	6.7	6	9	8	1	1
> CCc1nc2ccc(C(=O)NCCC(C)C)cn2c1N(CC)CCOC
    -2	2	6	10	0.1	-1	·	0	2	-2
> FC(F)(F)c1nnc2ccc(NCc3cccnc3)nn12
    10	1	-5	3	0.4	-4	6	0	-1	-2
> O=C(CSc1ccc(Cl)cc1)N1N=CCC1c1ccccc1 (stereo unspecified)
    3	0	-6	-4	-1.6	-7	-7	3	2	5
> COc1ccc(C(=O)N[C@H](C(=O)OCCCOC(=O)[C@@H](NC(=O)c2ccc(OC)cc2)C(C)C)C(C)C)cc1
    -5	3	7	-5	3.1	-1	-7	-2	-3	-4
> CC(C)(C)N(Cc1ccccc1)C(=O)c1cccs1
    7	5	4	10	0.6	-5	7	-4	0	-2
> Cc1cc(S(=O)(=O)Nc2ccccc2C(=O)O)ccc1Cl
    1	-3	-1	-8	-0.4	29	-4	7	1	2
> Cn1c(SCC(=O)Nc2ccccc2Cl)nnc1C1CC1
    9	-3	-4	2	-1.3	-1	2	2	-1	-4
> Cc1cc(C)nc(SCC(N)=O)n1
    2	-5	0	8	-0.2	-2	9	5	1	-4
> COc1ccc(CCN2C(=O)CC(N3CCN(c4ccccn4)CC3)C2=O)cc1OC (stereo unspecified)
    -6	2	5	-8	0.2	-4	6	1	5	-1
> CCCC(=O)NCCc1ccc(F)cc1
    -1	-1	3	2	1.0	-4	10	4	3	-2
> Cc1noc(C)c1C(=O)OCC(=O)/C=C1/N(C)c2ccccc2C1(C)C
    12	8	0	-5	0.8	0	5	1	4	-3
> O=C(NC1CCCc2ccccc21)c1cc(S(=O)(=O)N2CCOCC2)ccc1F (stereo unspecified)
    -5	5	2	-4	-0.1	-4	-16	0	10	-3
> CCOC(=O)c1cc(S(=O)(=O)N2CC(C)CC(C)C2)cn1C (stereo unspecified)
    10	-4	0	3	-1.5	-2	-7	-3	5	5
> CC1=CC2=NC(=O)/C(=C\c3ccc(OC(=O)c4ccco4)cc3)C(=N)N2O1
    12	-5	-12	19	-2.7	4	-9	-5	-4	-6
> O=C(CN1CCN(S(=O)(=O)c2ccc(Cl)cc2)CC1)NCc1cccs1
    -3	-3	5	5	-2.8	-2	-5	0	-1	-2
> OC1(C(F)(F)F)CC(c2ccc3ccccc3c2)=NO1 (stereo unspecified)
    9	-7	-10	-5	0.1	0	-1	5	2	-3
> Cc1ccc(Cn2c(=N)c(S(=O)(=O)c3ccc(C)cc3)cc3c(=O)n4ccccc4nc32)cc1
    6	4	-3	8	-1.3	2	-3	0	10	2
> c1ccc(-n2cnnc2SCc2nc3ccccc3s2)cc1
    0	0	-4	-4	1.2	3	-22	-1	2	4

Carrying on:
Values run as follows: ARFGAP1 inh	Rev-erbA mod	mABHD4 FP	ASAP1 inh	PG9 binder	rCAG binder	HTRA1 inh	GC-A act	NPR2 activator	SMARCA2 act
> OCCC1CN(Cc2cn[nH]c2C2CCCCC2)CCN1Cc1ccccc1 (stereo unspecified)
    -6	-4	-3	-2	-0.1	-6	-2	5	1	-1
> CC1=C(C(N)=O)C(c2ccco2)C(C(N)=O)=C(C)N1
    -23	-2	5	2	0.6	-1	7	-4	-3	2
> Cc1ccc(-n2cc(-c3ccccc3)c3c(=O)[nH]cnc32)cc1
    -8	4	-3	-5	1.7	0	-6	1	-4	-2
> CC1CC(C)CN(S(=O)(=O)c2ccc(C(=O)Nc3nnc(-c4cccs4)o3)cc2)C1 (stereo unspecified)
    -6	0	-8	11	1.8	30	7	-1	2	-3
> COc1ccc(NC(=O)C2C3C=CC4(O3)C2C(=O)N(CCCN2CCCCC2)C4C(=O)NC2CCCC(C)C2C)cc1 (stereo unspecified)
    5	1	2	-8	-1.9	-6	-1	2	1	5
> Cc1cn([C@H]2C[C@H](O)[C@@H](CNCc3ccc(-c4cc(Cl)ccc4C(F)(F)F)o3)O2)c(=O)[nH]c1=O
    7	11	-5	-19	0.9	1	-7	-1	-6	-5
> O=C1Nc2ccccc2C12OCCO2
    -1	-1	-3	0	0.9	-3	-2	7	-4	-1
> COc1cccc(CN2CC(C(=O)NCCOc3ccccc3)CCC2=O)c1 (stereo unspecified)
    3	-3	-1	-6	0.2	-4	8	-4	3	-3
> Cn1c(=O)c(=O)n(C)c2cc(S(=O)(=O)CCC(=O)Nc3c(F)c(F)c(F)c(F)c3F)ccc21
    -6	-2	0	4	0.7	1	1	-1	2	-1
> COc1ccc(OC)c(S(=O)(=O)Nc2c(C)cccc2C)c1
    -13	-2	5	1	0.9	-1	2	-1	-3	-2
> O=c1c2cc(NC(=S)N3CCC(N4CCCCC4)CC3)ccc2nc2n1CCCCC2
    6	-1	-2	13	1.0	-4	4	-6	0	4
> CC(C)[C@H](NC(=O)OCc1ccccc1)C(=O)NCc1ccccc1
    11	0	-7	-4	0.4	-2	5	-1	-2	3
> CC(=O)C(C(C)=O)c1cc(NS(=O)(=O)c2ccccc2)ccc1NS(=O)(=O)c1ccccc1
    3	-1	-7	6	0.1	10	-11	-2	-1	-1
> CN(C)c1ccc(CNC(=O)CN2C(=O)COc3ccc(S(=O)(=O)N4CCCC4)cc32)cc1
    -2	-2	5	-8	-4.7	-2	0	3	5	0
> COc1ccc(CCNC(=O)COc2cc(O)c3c(c2)OC(C)(C)CC3=O)cc1OC
    -3	8	1	-8	1.2	-7	2	5	8	1
> COc1ccc(C(NC(=O)C2CCN(Cc3ccc(Oc4ccccc4)cc3)CC2)c2ccccn2)cc1 (stereo unspecified)
    0	1	2	2	0.0	2	·	-3	1	1
> O=C(COC(=O)CCC1CCCC1)Nc1ccc(F)cc1
    7	-1	5	9	0.5	0	-8	4	2	-2
> O=C1c2ccccc2C(=O)N1CCc1nc2ccccc2c(=O)n1CCCn1ccnc1
    -1	6	6	-7	-2.7	-7	1	-3	1	2
> CC(=NNC(=O)c1cc(C)nc2ccccc12)c1ccc(N2CCOCC2)cc1
    3	-4	4	-5	-0.4	4	1	-4	-5	0
> Cc1cnc(C(=O)N2CCN(S(=O)(=O)c3ccc4ccccc4c3)CC2)cn1
    -7	2	-5	9	-1.2	-3	3	4	0	-5
> COc1ccc(C(C(=O)NC(C)(C)C)N(C(=O)CCC(=O)Nc2ccccn2)C2CCCCC2)cc1 (stereo unspecified)
    4	0	3	4	-0.1	-9	-3	-34	-14	-1
